Bioassay records: PubChem BioAssay, several laboratories
CYP2C19 inhib: inhibitors of human CYP2C19; P33261; CYP2C19 Supersomes, luciferin-H EGE luminescence, 30 min; inhibition, % at 5 µM; 96,000 tested, 21% active;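 active means CYP2C19 inhibition above a set limit at 5 µM in the primary screen, cut at about 50% in these data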;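 further: plate controls were negative control wells for no effect and 2.5 mM tranylcypromine positive control for full effect; values of inactives mirror those of a sister screen read the other way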
PLK1 kinase inh: PLK1 (human) kinase inhibition; recombinant PLK1 kinase, TR-FRET peptide phosphorylation; 97,000 tested, 0.53% active; AID 619; P53350; inhibition, % at 10 µM;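 active means inhibition of 50% or more in the single-concentration screen; inactive means inhibition below 50%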;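 further: 0% = DMSO max control and 100% = H-89 dihydrochloride min control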
Plk1 PBD FP: blocks phosphopeptide binding to human Plk1 polo box domain; P53350; Plk1 PBD phosphopeptide binding, fluorescence polarization; inhibition, %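 (tested at about 20 µM)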; 97,000 tested, 0.13% active; in the data active means inhibition above about 34%, passing the limit was not always enough
EphB4 ephrin blk: blocks human EphB4 binding to ephrin-B2; inhibition, % at 7 µM; P54760; 97,000 tested, 0.15% active; EphB4 LBD / TNYL-RAW-Alexa532 peptide, fluorescence polarization;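 active means inhibition above the screen-wide mean inhibition plus 3 SD, cut at about 15% in these data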;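 further: 0% = DMSO wells and 100% = excess unlabeled TNYL-RAW peptide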
Target sequence (P54760 whole entry, looked up, the tested form may be a part): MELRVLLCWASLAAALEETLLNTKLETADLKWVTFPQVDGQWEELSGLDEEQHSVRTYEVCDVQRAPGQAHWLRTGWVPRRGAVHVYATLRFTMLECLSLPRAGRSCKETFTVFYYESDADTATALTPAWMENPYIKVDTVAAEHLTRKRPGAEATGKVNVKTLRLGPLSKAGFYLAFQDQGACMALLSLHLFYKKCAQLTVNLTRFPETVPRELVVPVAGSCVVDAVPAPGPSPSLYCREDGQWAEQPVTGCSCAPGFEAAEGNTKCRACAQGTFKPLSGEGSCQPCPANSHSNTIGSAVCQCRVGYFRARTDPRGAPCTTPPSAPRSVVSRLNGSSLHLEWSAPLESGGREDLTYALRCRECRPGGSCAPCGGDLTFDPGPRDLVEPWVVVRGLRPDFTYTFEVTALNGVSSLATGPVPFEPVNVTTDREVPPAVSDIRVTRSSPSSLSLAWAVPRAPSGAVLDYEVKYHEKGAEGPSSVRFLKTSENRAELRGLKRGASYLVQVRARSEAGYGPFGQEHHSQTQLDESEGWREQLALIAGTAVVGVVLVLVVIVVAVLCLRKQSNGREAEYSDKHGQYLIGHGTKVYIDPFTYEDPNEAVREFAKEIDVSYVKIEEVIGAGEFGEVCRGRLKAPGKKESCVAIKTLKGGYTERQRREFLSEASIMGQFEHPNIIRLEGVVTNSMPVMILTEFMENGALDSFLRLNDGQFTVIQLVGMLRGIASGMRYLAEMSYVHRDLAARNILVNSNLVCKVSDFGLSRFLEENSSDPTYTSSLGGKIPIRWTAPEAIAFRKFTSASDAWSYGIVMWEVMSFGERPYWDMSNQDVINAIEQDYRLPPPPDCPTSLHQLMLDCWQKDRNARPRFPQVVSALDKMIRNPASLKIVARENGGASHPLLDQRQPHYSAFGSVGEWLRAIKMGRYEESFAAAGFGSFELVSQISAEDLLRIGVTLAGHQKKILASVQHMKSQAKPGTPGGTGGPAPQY
CYP2C9 inhib: inhibitors of human CYP2C9; CYP2C9 Supersomes, luciferin-H conversion, luminescence; inhibition, % at 5 µM; 96,000 tested, 20% active; P11712; AID 777;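 active means blocking of liver enzyme CYP2C9 beyond about 50% at 5 µM, limit read from the data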; further: values of inactives mirror those of a sister screen read the other way
PLAP activator: activators of human placental alkaline phosphatase; P05187; purified PLAP enzyme, luminescent substrate read-out; hits give high values; activation fold at 20 µM; 96,000 tested, 1.2% active; in the data active means activation fold above about 2
CYP2C19 act: increases human CYP2C19 enzyme activity; P33261; recombinant CYP2C19, luciferin-H EGE luminescence; hits give high values; 0 = fully inhibited enzyme, 1 = untreated enzyme; activation factor at 5 µM; 96,000 tested, under 10 active; AID 1025;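 active means activation factor of at least 2 at 5 µM in the primary screen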;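 further: 0 = wells with 2.5 mM tranylcypromine and 1 = vehicle-only wells; values of inactives mirror those of a sister screen read the other way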
CYP2C9 activ: increases human cytochrome P450 2C9 activity; P11712; recombinant CYP2C9, luciferin-H conversion, luminescence; hits give high values; factor 1 = untreated enzyme, 0 = blocked; activation factor at 5 µM; 96,000 tested, 1.4% active;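 active means activation factor of 2 or more for CYP2C9 at a 5 µM dose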;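 further: 0 = sulfaphenazole-blocked wells and 1 = vehicle-only wells; values of inactives mirror those of a sister screen read the other way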
Rev-RRE block: HIV Rev-RRE protein-RNA interaction inhibition; P05866; Rev peptide-RRE RNA binding, FRET; inhibition, % at 8 µM; 97,000 tested, 0.79% active; AID 704;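 active means inhibition above the screen-wide mean plus 3 SD, cut at about 35% in these data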;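 further: 0% = median DMSO wells and 100% = median Neomycin B control wells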
Target sequence (P05866 whole entry, looked up): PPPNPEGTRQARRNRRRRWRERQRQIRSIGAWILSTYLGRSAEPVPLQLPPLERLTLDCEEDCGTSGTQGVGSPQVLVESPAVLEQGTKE
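Material: labelled RRE RNA duplex and labelled Rev peptide / Buffer or medium: HEPES pH 7.5 salt buffer with EDTA / Compound dosing: single point, 8 µM final nominal compound concentration / Benchmarks: DMSO low control, neomycin B high control / Timing: 5 min preincubation and 15 min binding, 25 °C / Technique: FRET fluorescence readout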
Starred values were filed as active, the others as inactive; nt = not tested or not shown.

SMILES | CYP2C19 inhib | PLK1 kinase inh | Plk1 PBD FP | EphB4 ephrin blk | CYP2C9 inhib | PLAP activator | CYP2C19 act | CYP2C9 activ | Rev-RRE block
O=C(O)C1C2C=CC(C2)C1C(=O)NCc1ccccn1 (stereo unspecified) | -1 | -4 | -6 | -8 | -6 | 1.1 | 1 | 1.1 | 5
CC(C)C(NS(=O)(=O)c1cccc2nsnc12)C(=O)N1CCn2c1nc1ccccc12 (stereo unspecified) | 48 | -3 | -17 | -1 | 23 | 1.2 | 0.5 | 0.8 | -2
O=C(Nc1ccccc1)c1ccccc1CCc1ccccc1 | 25 | -13 | -4 | 1 | 7 | 0.9 | 0.8 | 0.9 | 7
C(=N\c1nccs1)/Nc1nccs1 | 5 | 28 | 8 | 1 | 12 | 1.1 | 0.9 | 0.9 | 7
Cc1cccc(NCN2C(=O)C3C4C=CC(C4)C3C2=O)c1 (stereo unspecified) | 11 | -8 | -14 | -3 | -3 | 1 | 0.9 | 1 | 3
CN1C(=O)CC(N2CCN(c3ccccc3)CC2)C1=O (stereo unspecified) | nt | -18 | 16 | -5 | nt | nt | nt | nt | 4
Nn1c(SCC(=O)Nc2ccccc2)nnc1-c1cccnc1 | 11 | -1 | -29 | 7 | 8 | 1.1 | 0.9 | 0.9 | 8
Cc1ccc(C(c2nnnn2C(C)(C)C)N(Cc2ccco2)Cc2cccs2)cc1 (stereo unspecified) | 24 | nt | nt | nt | 76* | 1 | 0.8 | 0.2 | nt
Cc1cccc(Oc2nc(-c3cccc([N+](=O)[O-])c3)nc3ccccc23)c1C | -2 | -8 | 33 | -5 | 11 | 1 | 1 | 0.9 | 12
CCCCCOC(=O)c1ccc(NC(=O)c2ccco2)cc1 | 80* | -13 | -1 | 0 | 94* | 1.1 | 0.2 | 0.1 | 12
O=C(CCSc1ccccc1)N1CCOCC1 | 37 | -9 | -28 | -4 | -13 | 0.8 | 0.6 | 1.1 | 2
CC1CCCCN1CC(=O)Nc1sc2c(c1C#N)CCC2 (stereo unspecified) | 51* | -8 | 1 | -5 | 61* | 1.7 | 0.5 | 0.4 | 8
CC(=O)Nc1cccc(Cl)c1C(=O)O | -16 | nt | nt | nt | -8 | 0.8 | 1.2 | 1.1 | nt
CCOC(=O)C(C)Oc1nc(Oc2ccccc2)nc(N(C)C)n1 (stereo unspecified) | 57* | 1 | 0 | -3 | 30 | 1.6 | 0.4 | 0.7 | -1
O=C(OCc1ccccc1)c1ccc(Br)o1 | 38 | -15 | 13 | -3 | 10 | 0.8 | 0.6 | 0.9 | 0
CC1(C)CC(n2c(=S)[nH]c3ccccc3c2=O)CCO1 (stereo unspecified) | 49 | nt | nt | nt | 12 | 1 | 0.5 | 0.9 | nt
CCOC(=O)CSc1nnc(-c2cccc(Cl)c2)n1CC | 52* | -12 | -16 | -15 | 7 | 0.9 | 0.5 | 0.9 | 3
CC1(C)CC(=O)C2=C(C1)OC(/N=C/N1CCOCC1)=C(C#N)C2c1ccccc1 (stereo unspecified) | 31 | -15 | -6 | -8 | 65* | 1.6 | 0.7 | 0.3 | 4
O=C(Cc1cc(=O)[nH]c(=O)[nH]1)NCCN1CCOCC1 | nt | -7 | -8 | -7 | nt | nt | nt | nt | 3
COC(=O)Cc1[nH]nc2c1C(c1cccc(OC)c1OC)C(C#N)=C(N)O2 (stereo unspecified) | 14 | nt | nt | nt | 5 | 2* | 0.9 | 1 | nt
CCN1CCN(C(c2ccccc2F)c2nnnn2Cc2ccc3c(c2)OCO3)CC1 (stereo unspecified) | 30 | -3 | 5 | -11 | 11 | 1.6 | 0.7 | 0.9 | -10
N=c1n(CCO)c2ccccc2n1CCOc1ccccc1 | 4 | -8 | 20 | 3 | -5 | 1 | 1 | 1.1 | -7
Cn1c(SCC(=O)Nc2nccs2)nnc1-c1ccco1 | nt | 28 | 10 | 1 | nt | nt | nt | nt | 7
C=CCOC(=O)C1CC=CCC1C(=O)Oc1ccc(F)cc1F (stereo unspecified) | 86* | -2 | -13 | -1 | 69* | 1.3 | 0.1 | 0.3 | 7
COCc1cc(C)nc(OCC(=O)N/N=C\c2cc(C)n(-c3cccc(C(F)(F)F)c3)c2C)c1C#N | 34 | -5 | -29 | 6 | 65* | 1.7 | 0.7 | 0.3 | 0
Later entries
SMILES | CYP2C19 inhib | PLK1 kinase inh | Plk1 PBD FP | EphB4 ephrin blk | CYP2C9 inhib | PLAP activator | CYP2C19 act | CYP2C9 activ | Rev-RRE block
FC(F)(F)c1ccc(-n2ccnc2)nc1 | 52* | -12 | 17 | -1 | 38 | 1.1 | 0.5 | 0.6 | 7
Cn1c2ccccc2c2nn(-c3ccccc3)c(=O)cc21 | 71* | nt | nt | nt | 30 | 1.1 | 0.3 | 0.7 | nt
CCOc1ccc(S(=O)(=O)n2cc(-c3ccccc3)c(N)n2)cc1 | -10 | -7 | -7 | 10 | 19 | 1 | 1.1 | 0.8 | 2
Cc1ccc2c(c1)C1(C(=O)N2C)N2CC3(C)CN1CC(C)(C2)C3=O (stereo unspecified) | -4 | nt | nt | nt | -10 | 0.9 | 1 | 1.1 | nt
Clc1cccc(/C=N/Nc2nc(Cl)nc3ccccc23)c1 | 23 | -6 | 6 | -4 | 20 | 1.7 | 0.8 | 0.8 | 11
COc1ccc(C(=S)N2CCCC2)cc1OC | 46 | -27 | 14 | 4 | 15 | 0.8 | 0.5 | 0.8 | 11
Nc1nc(OCC(F)(F)F)cc(Oc2ccccc2F)n1 | 59* | -3 | 0 | 0 | 14 | 0.9 | 0.4 | 0.9 | 6
N#C/C(=C\c1ccc(Cl)cc1Cl)c1n[nH]c(Cn2cncn2)n1 | 61* | -5 | 17 | 0 | 78* | 1.1 | 0.4 | 0.2 | 11
Cc1ccc(NC(=S)Nc2ccc(Br)cc2)cc1 | 89* | -6 | 10 | -8 | 16 | 1 | 0.1 | 0.8 | -2
CCN(CC)CCNS(=O)(=O)c1ccc2[nH]cc(C(=O)O)c(=O)c2c1 | -6 | -6 | 4 | 11 | 2 | 1 | 1.1 | 1 | 9
CN1C(=O)OC(C)(CCc2ccccc2)C1(C)O (stereo unspecified) | 25 | 5 | -17 | 3 | -1 | 1 | 0.7 | 1 | 3
Cc1ccc(S(=O)(=O)/N=C(\CN2CCOCC2)N2CCCC2)cc1 | 0 | -1 | 18 | 6 | -2 | 0.8 | 1 | 1 | 6
Sc1oc(-c2ccccc2)cc1C=Nc1ccccc1 | 2 | -15 | -4 | -2 | 29 | 0.8 | 1 | 0.7 | 18
CC(C)C(CC(=O)NCc1ccco1)c1ccco1 (stereo unspecified) | 17 | -3 | 3 | -1 | 24 | 1.5 | 0.8 | 0.8 | 4
CCOC(=O)CSc1nnc(CNc2cccc(Cl)c2)n1C | nt | -7 | -23 | -2 | nt | nt | nt | nt | 10
CCOC(=O)CSc1snnc1C | nt | -3 | 17 | 5 | nt | nt | nt | nt | 6
CCCCNC(=O)c1sc2ncnc(N3CCc4ccccc4C3)c2c1C | 18 | 0 | 0 | -2 | 94* | 0.8 | 0.8 | 0.1 | 1
COc1ccc(C2(C(=O)Nc3ccc(C(=O)O)cc3)CCOCC2)cc1 | -1 | -4 | 14 | 1 | 8 | 1.1 | 1 | 0.9 | 1
C/C=C/C(=O)OCC(=O)Nc1nc2ccc(C)cc2s1 | 26 | -10 | -4 | 4 | 43 | 1.3 | 0.7 | 0.6 | 10
CCOc1ccc(C2/C(=C(\O)c3ccc(OC)c(OC)c3)C(=O)C(=O)N2c2cc(C)on2)cc1OC (stereo unspecified) | -4 | nt | nt | nt | 21 | 1.1 | 1 | 0.8 | nt
COc1cccc(NC(=O)c2ccc(S(=O)(=O)N3CCCCC3)cc2)c1 | -5 | nt | nt | nt | 24 | 0.7 | 1 | 0.8 | nt
O=c1c2c(n3cnnc3n1C1CCCCC1)-c1ccccc1CC21CCCCC1 | nt | -13 | 2 | 8 | nt | nt | nt | nt | 13
Cc1noc(C)c1CSc1nnc2cc(C)c3ccccc3n12 | 34 | nt | nt | nt | 13 | 1 | 0.7 | 0.9 | nt
CCOc1ccc(C(=O)Nc2cc(C)on2)cc1OCC | 5 | -18 | 10 | 3 | -2 | 0.8 | 1 | 1 | 0
Cc1c(-c2ccccc2)oc2nc3c(c(=O)n(C)c(=O)n3C)n12 | 5 | nt | nt | nt | 4 | 1.1 | 0.9 | 1 | nt
(next part)
SMILES | CYP2C19 inhib | PLK1 kinase inh | Plk1 PBD FP | EphB4 ephrin blk | CYP2C9 inhib | PLAP activator | CYP2C19 act | CYP2C9 activ | Rev-RRE block
CCCCSc1nc2c(c(C(F)(F)F)c1C#N)CCC2 | 2 | -9 | 3 | 2 | 9 | 0.8 | 1 | 0.9 | 18
O=C1c2ccc3c4c(ccc(c24)C(=O)N1NC(=O)C(F)(F)F)CC3 | 43 | -11 | 6 | -5 | 18 | 0.9 | 0.6 | 0.8 | 2
Cc1cccc(N2CCN(C(=O)Cc3cn(C)c4ccccc34)CC2)c1C | 30 | -2 | -8 | -6 | -30 | 1.7 | 0.7 | 1.3 | 22
COC(=O)C(C)Sc1nc2c(c(=O)n(C)c(=O)n2C)n1Cc1cccc(C)c1 (stereo unspecified) | nt | -10 | 10 | 1 | nt | nt | nt | nt | 13
CSCc1cc(N(C)C)nc(SCc2ccc(Cl)c(Cl)c2)n1 | 72* | -13 | 12 | 4 | 71* | 1 | 0.3 | 0.3 | 10
Cc1ccc(C)c(C(=O)COC(=O)c2ccc(Br)o2)c1 | 27 | -2 | 10 | 2 | -71 | 0.7 | 0.7 | 1.7 | 9
CCCCN1C(=O)C(O)(CC(=O)c2ccco2)c2cc(Br)ccc21 (stereo unspecified) | 67* | nt | nt | nt | 39 | 1.1 | 0.3 | 0.6 | nt
Cc1cc(/C=N/n2cnnc2)c(C)n1-c1cc(Cl)ccc1Cl | 100* | -7 | -7 | 2 | 79* | 1.5 | 0 | 0.2 | 4
CCOC(=O)C1CCN(S(=O)(=O)C(F)(F)c2nc3ccccc3s2)CC1 | 95* | -2 | -3 | -7 | 65* | 1.1 | 0 | 0.4 | 14
COC(=O)C1CCN(C(=O)c2ccc(Cl)c(S(=O)(=O)NCc3cccnc3)c2)CC1 | -2 | nt | nt | nt | -6 | 1.1 | 1 | 1.1 | nt
CCN(CCO)c1ncnc2c1sc1nc(CC(C)C)c3c(c12)CC(C)(C)OC3 | 20 | -8 | -6 | -1 | 69* | 1.4 | 0.8 | 0.3 | 2
Cc1noc(/C=C/N(C)C)c1S(=O)(=O)N1CCCC(C(=O)NCc2ccccc2Cl)C1 (stereo unspecified) | 24 | 2 | 4 | 5 | 78* | 1.5 | 0.8 | 0.2 | 5
COc1ccc(OC)c(NC(=O)CSc2nnc(CNC(=O)c3ccco3)o2)c1 | 9 | -24 | 7 | -1 | 26 | 1.2 | 0.9 | 0.7 | -1
COc1cc(C2=NOC(C(=O)Nc3ccc(C(C)=O)cc3)C2)cc(OC)c1OC (stereo unspecified) | -12 | -8 | 13 | 3 | 2 | 0.9 | 1.1 | 1 | -1
Cn1c2c(c(=O)n(C)c1=O)C(NS(=O)(=O)c1ccccc1)(C(F)(F)F)C(=O)N2 (stereo unspecified) | 2 | -5 | -19 | -3 | 20 | 1.1 | 1 | 0.8 | 6
CCOC(=O)CSc1nnc(CNC(=O)c2ccco2)n1C | -18 | -13 | -8 | -4 | -10 | 1 | 1.2 | 1.1 | 2

Complete entries, quoted from the list. Order of screens: CYP2C19 inhib | PLK1 kinase inh | Plk1 PBD FP | EphB4 ephrin blk | CYP2C9 inhib | PLAP activator | CYP2C19 act | CYP2C9 activ | Rev-RRE block
`CCOC(=O)C1CCN(S(=O)(=O)C(F)(F)c2nc3ccccc3s2)CC1` reads 95* | -2 | -3 | -7 | 65* | 1.1 | 0 | 0.4 | 14
`Cc1ccc(C)c(C(=O)COC(=O)c2ccc(Br)o2)c1` reads 27 | -2 | 10 | 2 | -71 | 0.7 | 0.7 | 1.7 | 9
